Screening results deposited in PubChem BioAssay by National Center for Advancing Translational Sciences (NCATS).
FLuc counter = inhibits or activates purified firefly luciferase, miR-21 counter-screen; P08659; purified FLuc, Km substrates, luminescence inhibition; Potency, µM (titrated, usually from 57.5 µM), without a hit: top-dose activity change, negative = inhibition, actives largely listed as inhibitors; 360,000 compounds, 6.9% hits; AID 588342; active = well fitted inhibition curve with a large enough effect; inconclusive = small, poorly fitted or top-dose-only effect;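 note: plate controls were vehicle for no effect and reference inhibitor for full effect; nearly all actives have a fitted effect of over 55% in size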
Target sequence (P08659 whole entry, looked up): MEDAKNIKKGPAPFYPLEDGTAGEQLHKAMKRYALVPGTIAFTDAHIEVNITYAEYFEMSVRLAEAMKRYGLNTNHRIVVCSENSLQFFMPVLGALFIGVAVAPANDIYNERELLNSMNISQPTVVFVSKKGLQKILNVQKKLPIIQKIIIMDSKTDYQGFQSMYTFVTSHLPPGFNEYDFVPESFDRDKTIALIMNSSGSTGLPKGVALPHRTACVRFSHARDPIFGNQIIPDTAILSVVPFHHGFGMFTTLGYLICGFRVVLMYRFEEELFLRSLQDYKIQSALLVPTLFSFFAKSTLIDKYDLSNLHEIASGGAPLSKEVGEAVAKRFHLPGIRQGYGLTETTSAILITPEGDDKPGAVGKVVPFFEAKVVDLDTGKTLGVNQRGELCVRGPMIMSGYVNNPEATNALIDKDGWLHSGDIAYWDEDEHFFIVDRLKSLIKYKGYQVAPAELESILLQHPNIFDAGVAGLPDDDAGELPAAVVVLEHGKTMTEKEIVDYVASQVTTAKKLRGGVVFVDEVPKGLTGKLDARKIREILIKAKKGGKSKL
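Purified P. pyralis luciferase (10nM final) with 10uM D-luciferin and 10uM ATP (Km levels) in 50mM Tris acetate pH 7.5, 10mM Mg acetate, 0.01% Tween-20, 0.05% BSA; qHTS 6-point titration, ~60 µM downward; luminescence read.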
* marks the source's active call; other numbers are inactive results; ? = inconclusive. Potency is the fitted concentration of half-maximal effect.

compound	FLuc counter
Cc1ccc(S(=O)(=O)CC(=O)Nc2sc3c(c2C#N)CCCC3)cc1	-16%
CCCCNC(=O)CSc1nc2cc3c(cc2c(=O)n1Cc1ccc(C(=O)NCCc2ccc(OC)c(OC)c2)cc1)OCO3	6%
O=C(c1cc2ccc3cccnc3c2[nH]1)N1CCN(c2cccc(C(F)(F)F)c2)CC1	-2%
O=C(NCCc1ccc(Cl)cc1)C(=O)NCC(c1cccs1)S(=O)(=O)c1ccccc1 (stereo not drawn)	4%
CCOC(=O)c1ccc(NC(=O)Cn2nc(C)c3nn(-c4ccc(Cl)cc4)c(C)c3c2=O)cc1	-16%
CC(C)CCn1c(=O)c2sccc2n2c(CCCC(=O)NC3CCC(C)CC3)nnc12 (stereo not drawn)	-1%
Cc1cn(C)c(CC(=O)N2CCN(c3ccc(F)cc3)CC2)c1C(=O)O	4%
Cc1ccc(N2CCN(Cc3nnc(-c4ccc5c(c4)OCO5)o3)CC2)c(C)c1	-3%
Cc1ccc(-n2nc(C(=O)N3CCCCC3C)c(=O)n(C)c2=O)cc1 (stereo not drawn)	5%
Cc1ccc(N(C)S(=O)(=O)c2nnc(NC(=O)CC(C)C)s2)cc1	-11%
O=C1CC(c2nnc(Cc3c(F)cccc3Cl)o2)CN1c1ccccc1 (stereo not drawn)	-4%
CCCN(Cc1cccs1)C(=O)Nc1ccc(OCC)cc1	-14%
CCc1ccc(-c2nc3cc(NC(=O)c4ccc(F)cc4)ccc3o2)cc1	-2%
CCN1C(=O)C(Cc2nc3ccccc3c(=O)n2-c2ccc(OC)cc2)c2cc(C)ccc21 (stereo not drawn)	-9%
CCOc1ccccc1NC(=O)CSc1c(C)cnc2c1c(=O)n(C)c(=O)n2C	-7%
COc1ccc(-c2nc(CSc3nncn4c3cc3sccc34)c(C)o2)cc1OC	1%
O=C(Nc1ccc2oc(-c3cccc4c(Br)cccc34)nc2c1)c1ccc(F)cc1	-1%
COc1cccc(CNC(=O)CNS(=O)(=O)c2ccc3nc(C)sc3c2)c1	-7%
Cc1c(Cl)cccc1NC(=O)Cn1nnc(-c2nc(-c3ccccc3)no2)c1N	-1%
COc1ccc(C2Nc3ccccc3-c3cc(C)nn32)c(OC)c1 (stereo not drawn)	4%
Cc1ccc(S(=O)(=O)N2CCC(C(=O)Nc3cc(C)ccc3C)CC2)cc1	-1%
Cc1ccc(S(=O)(=O)c2nnn3c2nc(Nc2ccc(C(C)C)cc2)c2sccc23)cc1C	4%
CCOc1ccc2c(c1)c(=O)c(C(=O)c1ccccc1)cn2Cc1ccccc1F	-8%
O=C(CCC1N=C2c3ccccc3N=C(SCc3ccc(F)cc3)N2C1=O)NCc1cccs1 (stereo not drawn)	-2%
O=C(NCc1cccc(Cl)c1)c1ccc(NC(=O)N2CCSc3ccccc32)cc1	0%

Look-ups from the list.
CCOC(=O)c1ccc(NC(=O)Cn2nc(C)c3nn(-c4ccc(Cl)cc4)c(C)c3c2=O)cc1 in FLuc counter: -16%
CCOc1ccccc1NC(=O)CSc1c(C)cnc2c1c(=O)n(C)c(=O)n2C in FLuc counter: -7%
O=C1CC(c2nnc(Cc3c(F)cccc3Cl)o2)CN1c1ccccc1 (stereo not drawn) in FLuc counter: -4%
Cc1ccc(S(=O)(=O)c2nnn3c2nc(Nc2ccc(C(C)C)cc2)c2sccc23)cc1C in FLuc counter: 4%
CCOc1ccc2c(c1)c(=O)c(C(=O)c1ccccc1)cn2Cc1ccccc1F in FLuc counter: -8%

The main list resumes with the 4 entries that preceded the break.
compound	FLuc counter
Cc1ccc(S(=O)(=O)c2nnn3c2nc(Nc2ccc(C(C)C)cc2)c2sccc23)cc1C	4%
CCOc1ccc2c(c1)c(=O)c(C(=O)c1ccccc1)cn2Cc1ccccc1F	-8%
O=C(CCC1N=C2c3ccccc3N=C(SCc3ccc(F)cc3)N2C1=O)NCc1cccs1 (stereo not drawn)	-2%
O=C(NCc1cccc(Cl)c1)c1ccc(NC(=O)N2CCSc3ccccc32)cc1	0%
COc1cccc(NC(=O)c2cnc(SCC(=O)N3CCCc4ccccc43)n(C)c2=O)c1	-14%
CC1=C(c2ccc(C)cc2)S(=O)(=O)N(Cc2ccc(C(=O)NCc3cccc(C)c3)cc2)C1=O	5%
O=c1oc2c3c(ccc2c2ccccc12)OCN(Cc1cccc(Cl)c1)C3	-8%
COc1cccc(-n2c(=O)c3c4c(sc3n(Cc3ccccc3C#N)c2=O)CCCC4)c1	-1%
COc1cccc(-c2cn3c(n2)sc2cc(C(=O)NCc4ccccc4F)ccc23)c1	?
Cc1cc(Nc2ccc(Cl)cc2C)nc(-n2nc(C)cc2C)n1	4%
COc1cccc(C2=CC(c3ccccc3F)n3ncc(C(=O)Nc4ccc(C)cc4)c3N2)c1 (stereo not drawn)	-1%
COc1cccc(-n2ccn(CC(=O)Nc3ccccc3F)c(=O)c2=O)c1	6%
CCN(CCCNC(=O)c1cc2c(=O)n(C)c3ccccc3c2s1)Cc1ccccc1	1%
Cc1ccc(OCC(=O)Nc2ccc3nn(-c4ccc(C)cc4)nc3c2)cc1	-13%
Cc1ccc(-c2nn(CC(=O)Nc3cccc(C(F)(F)F)c3)c(=O)c3ccccc23)cc1	3%
COCCNc1nc2c(S(=O)(=O)c3ccccc3)nnn2c2ccc(Cl)cc12	-7%
CCCCOc1ccccc1C(=O)N(Cc1sccc1C)C1CCS(=O)(=O)C1 (stereo not drawn)	0%
Cc1ccc(-c2nc3sccn3c2Nc2ccc(C)c(C)c2)cc1	2%
CC(C)Cc1ccc(S(=O)(=O)NCc2nc3cccnc3n2Cc2ccccc2)cc1	-16%
CC(=O)c1cccc(NS(=O)(=O)c2cccc(S(=O)(=O)c3ccc(Br)cc3)c2)c1	?
COc1cc(NC(=O)c2cc3c(=O)n(Cc4ccco4)ccc3nc2C)cc(OC)c1OC	0%
O=C(NCc1ccccc1Cl)c1ccc2c(c1)N(Cc1ccccc1)C(=O)c1ccccc1S2	0%
CC(C)c1ccc(NC(=O)c2cccn2-c2nnc(N3CCCCC3)s2)cc1	-15%
CCOc1ccc(C2c3c(-c4cc(C)ccc4O)n[nH]c3C(=O)N2Cc2cccnc2)cc1OCC (stereo not drawn)	-2%
Cc1cccc(N2CCN(CCCNC(=O)c3sc4ncccc4c3-n3cccc3)CC2C)c1 (stereo not drawn)	1%
Cc1ccc(-n2nc3c(N4CCC(C(=O)N5CCC(C)CC5)CC4)nnc(C)c3c2C)cc1	-6%
CN(C1CCCCC1)S(=O)(=O)c1ccc2c(c1)c(=O)c(C(=O)N1CCN(c3ccccc3)CC1)cn2C	-2%
CCC(=O)N1c2ccccc2CC1C(=O)NCCc1ccc(SC)cc1 (stereo not drawn)	-2%
CCOc1ccc(NS(=O)(=O)c2ccc3[nH]cc(C(=O)NCc4ccccc4)c(=O)c3c2)cc1	-2%

Exported as labelled records: two of the compounds above.
> CC(C)c1ccc(NC(=O)c2cccn2-c2nnc(N3CCCCC3)s2)cc1
  FLuc counter = -15%

> CCOc1ccc(C2c3c(-c4cc(C)ccc4O)n[nH]c3C(=O)N2Cc2cccnc2)cc1OCC (stereo not drawn)
  FLuc counter = -2%

Going on with the list.
compound	FLuc counter
O=c1cc(CSc2ccccc2)[nH]c2ccc(F)cc12	-11%
CC(C)Oc1ccc(CNC(=O)C2COc3ccccc3C2)cc1 (stereo not drawn)	-10%
CC(=O)N1CCCc2cc(S(=O)(=O)N3CCCC(C(=O)Nc4cccc(Cl)c4C)C3)ccc21 (stereo not drawn)	1%
Cc1cccc(Nc2cc(C)nc(-n3nc(C)cc3C)n2)c1	-3%
Cc1cccc(C(=O)Nc2nc3nc(-c4ccccc4)cc(=O)n3[nH]2)c1	?
COc1ccc(OC)c(NC(=O)Cn2c(=O)n(Cc3ccccc3)c(=O)c3ccccc32)c1	-1%
O=C(Nc1nc2n(n1)C(c1ccc(F)cc1)C=C(c1ccc(Cl)cc1)N2)c1ccco1 (stereo not drawn)	-1%
Cn1c(=O)c2c(SCC(=O)N3CCc4ccccc43)nc(-c3ccc(Cl)cc3)nc2n(C)c1=O	1%
COc1ccc(NC(=O)C2Cc3ccccc3N2C(=O)c2ccccc2)c(OC)c1 (stereo not drawn)	-13%
CCCc1cc(=O)[nH]c2nnc(SC(C)CC)n12 (stereo not drawn)	?
COC(=O)c1c(NC(=O)Cc2coc3cc(C)ccc23)sc2c1CCCC2	-15%
Cc1ccc(S(=O)(=O)c2nc(S(=O)(=O)c3ccc(C)cc3)c(NCCCOC(C)C)s2)cc1	-6%
O=S(=O)(c1ccccc1)c1nc(-c2ccccc2Cl)oc1N1CCCCCC1	6%
Cc1cccc(OC(=O)CSc2nnc(-c3cccs3)o2)c1C	0%
CCOc1ccc(OCC)c(Nc2nc3ccc(C(=O)c4ccccc4)cc3n3cnnc23)c1	-1%
CCCc1nc2ccccc2n2c(-c3ccccc3)c3c(=O)n(C)c(=O)n(C)c3c12	-3%
CCN(C(=O)CSc1nc2ccccc2c2nc(CCn3c(C)nc4ccccc43)nn12)c1cccc(C)c1	7%
CC(=O)N1CCCc2ccc(NC(=O)c3ccc(C(F)(F)F)cc3)cc21	?
CCOc1ccccc1CNC(=O)CN1C(=O)CCCc2ccccc21	-2%
O=C1c2[nH]nc(-c3ccccc3O)c2C(c2cccc(O)c2)N1Cc1ccncc1 (stereo not drawn)	4%
Cc1nc2ccccn2c(=O)c1NC(=O)c1cccc(F)c1	0%
COc1ccc(OC(=O)c2nc(SCc3ccc(C)cc3)ncc2Cl)cc1	-3%
Cc1cccc(C)c1-n1ncc(C(=O)NCCN2CCN(C)CC2)c1C1CCN(C(=O)OC(C)(C)C)CC1	0%
Cc1c(C)c2cc3c(c(C)c2oc1=O)OCN(CCc1ccc(F)cc1)C3	-4%
Cc1cccc(CNC(=O)c2ccc3nc(Cc4ccccc4)oc3c2)c1	0%

The results go on:
mol | FLuc counter
O=C(Nc1cc(Cl)ccc1Cl)c1cc2nc(-c3ccc4c(c3)OCO4)cc(C(F)(F)F)n2n1 | -1%
Cc1cccc(-c2nc(CN3CCCC(C(=O)NCCc4ccc(Cl)cc4)C3)c(C)o2)c1 (stereo not drawn) | ?
Cc1ccc(S(=O)(=O)C(CNC(=O)c2ccccc2F)c2cccs2)cc1 (stereo not drawn) | -12%
Cc1ccc(C(=O)N2CCN(CCc3ccncc3)CC2)cc1 | -1%
Cc1ccc(-n2ncc(C(=O)N3CCN(c4ccccn4)CC3)c2C2CCN(C(=O)OC(C)(C)C)CC2)cc1C | -3%
COc1ccc(NC(=O)c2ccc3c(c2)CCN3S(=O)(=O)c2ccc(C)cc2)cc1Cl | -7%
Cc1ccccc1OCc1ccc(-c2nc(C#N)c(N3CCCCC3)o2)o1 | 3%
Cc1c(CCC(=O)NCCc2ccc(Cl)cc2)c(=O)oc2c(C)c(O)ccc12 | 4%
CCOC(=O)c1c(C)oc2ccc(N(C(=O)c3ccncc3)S(=O)(=O)c3ccc(CC)cc3)cc12 | 3%
COc1ccc(-c2c(C)c3ccc(O)c(CN4CCCC4)c3oc2=O)cc1 | 1%
COc1ccc(-c2c(C#N)c(SCC(=O)Nc3cccc(Cl)c3)nc(C)c2C(=O)Nc2ccccc2)cc1OC | -1%
Cc1cncn1CCc1nc2c3ccccc3nc(SCC(=O)Nc3ccccc3F)n2n1 | 1%

Next section; the last three above are carried over.
mol | FLuc counter
COc1ccc(-c2c(C)c3ccc(O)c(CN4CCCC4)c3oc2=O)cc1 | 1%
COc1ccc(-c2c(C#N)c(SCC(=O)Nc3cccc(Cl)c3)nc(C)c2C(=O)Nc2ccccc2)cc1OC | -1%
Cc1cncn1CCc1nc2c3ccccc3nc(SCC(=O)Nc3ccccc3F)n2n1 | 1%
CC1CCN(S(=O)(=O)c2csc(C(N)=O)c2)CC1 | -5%
CN(C(=O)CSc1nc2ccc(NC(=O)COc3ccc(F)cc3)cc2s1)c1ccccc1 | -11%
O=C(Nc1ccc(Br)cc1)Nc1nc2c(s1)CCCCCC2 | 3%
CCC(=O)N1CCc2cc(CNC(=O)c3ccc(F)cc3)ccc21 | -18%
COc1cc(C2c3c(oc4ccc(C)cc4c3=O)C(=O)N2Cc2ccc(F)cc2)ccc1O (stereo not drawn) | 0%
O=C(NCC(c1ccco1)S(=O)(=O)c1cccs1)c1ccc(C(F)(F)F)cc1 (stereo not drawn) | 3%
Cc1ccc2nc(CN3CCN(S(=O)(=O)c4ccc(C)c(C)c4)CC3)oc2c1 | -1%
Cc1ccc(-n2nc(C(=O)N3CCN(c4ccccc4F)CC3)c3c4ccccc4n(C)c3c2=O)cc1 | -1%
O=S(=O)(c1ccc(OC(F)(F)F)cc1)N1CCC(c2nnnn2-c2ccc(F)cc2)CC1 | -4%
O=C1SC(Nc2ccc(Cl)cc2)C(=O)N1Cc1ccccc1 (stereo not drawn) | -12%
COc1cccc(CNC(=O)c2ccc3c(c2)nc2n3CCOC2)c1OC | -10%
Cn1c(=O)n(C)c2cc(NS(=O)(=O)c3ccc(C(C)(C)C)cc3)c(NCc3ccccc3)cc21 | ?

Next results
mol | FLuc counter
CCOC(=O)c1ccc(NC(=O)Cn2nc3c4ccccc4n(Cc4cccc(F)c4)cc-3c2=O)cc1 | 0%
Cc1ccc(CCNC(=O)c2cc3c(s2)-c2c(C)cccc2OC3)cc1 | 0%
COc1cccc(NC(=O)C(C)n2c(=O)cc(C(F)(F)F)c3c(C)nn(C)c32)c1 (stereo not drawn) | -3%
COc1cccc(CNC(=O)c2oc3ccc4c(c3c2C)C(=O)CC(C)(C)O4)c1OC | 3.4µM*
Cc1nc2ccc(S(=O)(=O)NC(CC(C)C)C(=O)N3CCN(c4ccc(F)cc4)CC3)cc2s1 (stereo not drawn) | -4%
CCCn1cc(S(=O)(=O)c2cc(C)ccc2C)c(=O)c2cc(F)c(N3CCCCCC3)cc21 | -5%
CC(NC(=O)c1ccc2c(c1)CCN2S(=O)(=O)c1ccc(Cl)cc1)c1ccccc1 (stereo not drawn) | -1%
COc1ccc2c(c1)c(CC(=O)Nc1cc(C)c(OC)c(C)c1)c(C)n2C(=O)c1ccc(Cl)cc1 | -13%

Not all compounds are listed (hit frequency here may not be typical).
